Screens as filed in PubChem BioAssay.
CCR6 antag: CCR6 receptor antagonists, primary screen, cell-based, CHO-K1, luminescence, beta-arrestin, uHTS; CHO-K1 CCR6 PathHunter beta-arrestin, CCL20-stimulated; inhibition, % at 20 µM; C-C chemokine receptor type 6 (Homo sapiens), P51684; 340,000 compounds, 0.49% hits;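 active means compounds whose inhibition of the agonist-driven luminescence signal at 20 µM reaches about 50%, limit read from the data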;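 further: cells stimulated with CCL20 at 14 nM final; plate controls were DMSO with CCL20 for no effect and DMSO without agonist for full effect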
CXCR6 inh: CXCR6 receptor inhibitors, primary screen, cell-based, beta-arrestin, luminescence, CHO-K1 PathHunter, 1536-well; inhibition, % at 20 µM; C-X-C chemokine receptor type 6 (Homo sapiens), O00574; 360,000 compounds, 0.36% hits; in the data active means inhibition above about 34%, passing the limit was not always enough;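 further: antagonist mode with CXCL16 agonist at 10 nM final; 0% = 10 nM CXCL16 with DMSO and 100% = unstimulated wells without agonist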
APJ ag: agonists of human apelin receptor APJ, primary screen, CHO-K1 cells, PathHunter beta-arrestin, luminescence. AID 2520, 2010. 330,000 compounds, 0.11% hits. activation, % at 20 µM. 0% DMSO wells, 100% apelin;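 active means activation more than six SD over the plate average, tested at 20 µM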;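 further: 0% = DMSO alone and 100% = apelin-13 at 10 nM; some results filed as inactive read as strong as hits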
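Material: CHO-K1 APJ beta-arrestin complementation cell line; Input: cell density 1000 per well; Incubation: compound stimulation 90 min at 25 °C, detection 60 min; Signal: luminescence from split beta-galactosidase complementation, Galacton Star/Emerald II substrate; Controls: DMSO-only wells as negative, 10 nM Apelin-13 as positive control.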
EBI2 antag: EBI2 receptor antagonists, beta-arrestin recruitment, primary screen, cell-based, luminescence, 7a,25-OHC stimulation, uHTS. G-protein coupled receptor 183 (Homo sapiens), P32249. 7a,25-OHC stimulated. inhibition, % at 5 µM. 360,000 compounds, 0.81% hits. AID 651636, 2012; in the data active means inhibition above about 38%;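 further: enzyme fragment complementation signal reports receptor beta-arrestin coupling in cells; 0% = agonist plus DMSO wells and 100% = wells without agonist; some results beyond the cut were filed as inactive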
tim23-1 inh: growth inhibitors of tim23-1 mutant yeast, primary screen, luminescence, uHTS | 330,000 compounds, 1.3% hits | S. cerevisiae tim23-1 growth, BacTiter-Glo luminescence, 24 h | inhibition, % at 20 µM;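 active means growth inhibition of the mutant yeast at or above 50%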;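 further: temperature-sensitive mutant grown at 25 °C; plate controls were DMSO-treated mutant yeast for no effect and medium wells lacking yeast for full effect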
UPR CHOP act: activators of apoptotic CHOP UPR arm, primary screen, cell-based, CHO-CHOP luciferase reporter, luminescence, uHTS | 330,000 compounds, 0.34% hits | UPR activation; percent of tunicamycin response over DMSO baseline | AID 449763, 2010 | activation, % at 10 µM;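 active means at 10 µM dose, activation of 40% or more, normalized to positive control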;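 further: 100% = tunicamycin at 10 µg/mL and 0% = DMSO alone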
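System: CHO-CHOP luciferase reporter cell line | Buffer or medium: F12 medium containing 10% fetal bovine serum | Doses: One dose, 10 µM in 0.5% DMSO | Times: 6 h compound exposure at 37 °C after overnight seeding | Signal: Luciferase luminescence | Read-out: % activation vs tunicamycin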
UPR XBP1 act: activators of adaptive XBP1 UPR arm, primary screen, cell-based, CHO-XBP1 luciferase reporter, luminescence, uHTS. IRE1-XBP1 UPR activation; percent of tunicamycin response, DMSO as zero. activation, % at 20 µM. 330,000 compounds, 0.33% hits. AID 463104, 2010;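 active means versus positive control, 20 µM dose yields 30% or more activation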;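 further: 100% = tunicamycin at 10 µg/mL and 0% = DMSO only wells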
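Test system: CHO-XBP1 luciferase reporter cells | Buffer or medium: Serum-containing F12 medium, 10% FBS | Schedule: 6 h compound exposure at 37 °C, 5% CO2 | Detection: Steady-Glo luciferase glow luminescence, 10 min after reagent addition | Read-out basis: Activation, % of tunicamycin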
Mdm2 MdmX PPI: inhibitors of human Mdm2-MdmX association, primary screen, cell-based, luminescence, split luciferase, SaOS-2, uHTS | Protein Mdm4 (Homo sapiens) + E3 ubiquitin-protein ligase Mdm2 (Homo sapiens), … | inhibition, % at 8 µM | AID 485346, 2010 | 330,000 compounds, 3% hits | SaOS-2 split-luciferase Mdm2/MdmX complementation;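 active means inhibition of at least 50% at 8 µM in the primary screen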
Target sequence (O15151 whole entry, looked up): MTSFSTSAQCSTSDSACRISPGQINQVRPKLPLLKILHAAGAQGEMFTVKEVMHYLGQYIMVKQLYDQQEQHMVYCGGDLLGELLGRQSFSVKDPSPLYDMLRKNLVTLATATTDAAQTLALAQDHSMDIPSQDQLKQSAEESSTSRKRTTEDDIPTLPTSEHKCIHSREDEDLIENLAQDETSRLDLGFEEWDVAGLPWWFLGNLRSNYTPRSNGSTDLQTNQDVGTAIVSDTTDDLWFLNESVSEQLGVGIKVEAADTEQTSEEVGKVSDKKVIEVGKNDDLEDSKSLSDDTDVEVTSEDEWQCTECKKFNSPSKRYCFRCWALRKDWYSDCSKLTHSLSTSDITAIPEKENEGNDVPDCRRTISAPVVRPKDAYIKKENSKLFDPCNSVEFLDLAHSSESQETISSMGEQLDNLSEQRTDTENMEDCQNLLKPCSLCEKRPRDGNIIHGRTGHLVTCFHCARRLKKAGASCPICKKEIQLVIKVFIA
Target sequence (Q00987 whole entry, looked up): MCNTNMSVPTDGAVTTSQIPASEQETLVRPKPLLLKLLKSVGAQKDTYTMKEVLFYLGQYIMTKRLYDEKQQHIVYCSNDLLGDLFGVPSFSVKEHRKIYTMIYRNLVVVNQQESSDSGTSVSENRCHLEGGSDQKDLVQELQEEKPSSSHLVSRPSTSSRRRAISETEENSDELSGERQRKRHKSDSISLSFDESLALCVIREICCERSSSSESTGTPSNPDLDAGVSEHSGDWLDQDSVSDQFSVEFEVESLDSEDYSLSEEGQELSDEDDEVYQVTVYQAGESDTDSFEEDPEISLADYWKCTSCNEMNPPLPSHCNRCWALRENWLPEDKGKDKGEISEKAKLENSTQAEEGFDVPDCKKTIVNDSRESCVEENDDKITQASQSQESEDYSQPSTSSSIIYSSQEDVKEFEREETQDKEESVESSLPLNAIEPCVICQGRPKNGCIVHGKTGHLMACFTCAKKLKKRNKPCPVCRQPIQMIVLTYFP
APJ antagonist: antagonists of human apelin receptor APJ, primary screen, CHO-K1 cells, beta-arrestin complementation, luminescence; 330,000 compounds, 0.32% hits; inhibition, % at 20 µM; AID 2521, 2010;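 active means inhibition above about 40% at 20 µM, limit read from the data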;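 further: cells challenged with 10 nM apelin-13 agonist together with compound; plate controls were apelin-13 plus DMSO wells for no effect and DMSO wells lacking apelin-13 for full effect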
Active calls of the source: *; x = not tested or not shown.

SMILES	CCR6 antag	CXCR6 inh	APJ ag	EBI2 antag	tim23-1 inh	UPR CHOP act	UPR XBP1 act	Mdm2 MdmX PPI	APJ antagonist
O=C(Nc1ccc(Cl)cc1)N1CCN(c2ncccn2)CC1	-3.0	4.0	-0.9	28.1	-18.6	1.6	-1.0	-0.1	1.2
CC1Cc2ccccc2N1C(=O)c1nn(C)cc1Br (stereo unspecified)	-8.6	4.2	-1.3	1.8	17.1	0.7	-2.0	-2.1	-18.4
Cc1ccc(COC(=O)CN2C(=O)NC3(CCCCC3C)C2=O)cc1 (stereo unspecified)	19.5	-7.3	-2.7	5.9	19.5	0.3	-0.3	20.2	4.4
COc1ccc(/C=C/CN2CCN(Cc3cccc(OC)c3)C(CCO)C2)cc1 (stereo unspecified)	0.7	-4.4	-2.7	10.8	-4.0	-2.1	-2.3	10.6	4.8
Cc1cccc2sc(NC(=O)C3CSC4(C)CCC(=O)N34)nc12 (stereo unspecified)	3.0	-5.5	-0.5	-4.8	33.1	-0.1	30.8*	25.0	-13.5
CCCCNC(=O)CSc1nc(CCC)nc2ccccc12	5.3	-3.5	-0.2	8.4	13.2	-1.0	-2.3	-4.6	12.7
Cc1oc2c(C)c3oc(=O)c(CCC(=O)NCCCn4ccnc4)c(C)c3cc2c1C	-3.8	5.3	-2.6	2.8	15.3	0.0	-0.6	21.2	8.4
CCOC(=O)Cn1ccc(NC(=O)COc2ccc(F)cc2F)n1	0.3	2.9	-1.7	1.5	13.8	3.2	-3.2	28.8	10.5
Cc1cc(C)n2cc(CSc3nnnn3-c3ccc(Cl)cc3)nc2n1	-9.5	0.6	-0.3	1.5	14.2	-2.1	2.6	11.8	0.0
COCCCNC(=O)C[C@H]1C[C@H](C(=O)N2CCOCC2)[C@@]2(CCC3CCCC3)c3[nH]c4ccc(Cl)cc4c3CCN2C1=O	15.3	7.1	x	3.8	25.0	4.0	1.2	29.6	x
C#CCSc1nnc(-c2sc(-c3ccccc3)nc2C)n1C	-11.1	3.0	0.6	7.4	11.3	4.5	2.2	-9.7	-7.8
O=C(CCCc1nc2ccccc2s1)NNC(=O)CCN1CCN(Cc2ccccc2)CC1	5.6	-5.4	-2.6	-2.6	6.8	-0.4	-0.6	16.0	2.9
CCc1ccc(S(=O)(=O)N2CCN(c3ncccn3)CC2)cc1	14.7	2.1	2.5	0.8	29.6	0.6	-3.9	11.4	2.6
N=c1c(C(=O)NC2CCCC2)cc2c(=O)n3ccccc3nc2n1CCCN1CCOCC1	6.9	7.8	-2.0	4.0	-13.1	-1.3	-2.5	15.8	12.8
CN(Cc1ccccc1)C(=O)Cn1cccc1C(=O)c1ccccc1	4.7	0.1	2.3	1.4	12.5	0.1	2.6	2.0	0.0
Cc1cc(C(=O)CSc2nnc(-c3cccc(F)c3)n2N)c(C)n1Cc1ccc2c(c1)OCO2	10.9	0.6	-8.0	9.9	-3.7	0.7	-0.6	45.1	-9.5
CCC(C)NC(=O)C1CCCN(C(=O)Nc2ccc(F)cc2)C1 (stereo unspecified)	1.1	-2.8	-1.1	6.1	12.8	0.8	3.1	-16.5	-19.0
CN(C)/C(=N\S(=O)(=O)c1ccccc1)c1ccc(Cl)cc1	-2.7	-0.4	-4.5	-12.8	-4.1	2.4	-1.5	2.3	2.5
COC(=O)c1sccc1NC(=S)N1CCN(c2ccc(F)cc2)CC1	0.4	5.8	0.4	-0.1	20.6	2.5	-1.6	-28.3	10.4
Cc1ccc(C(=O)CNc2ccccc2C)cc1	86.3*	58.5*	-15.1	0.4	15.6	3.4	-1.0	-9.5	76.4*
Cc1ccc(S(=O)(=O)N[C@H](C(=O)OCC(=O)N2N=C(c3ccc(Cl)cc3)CC2c2ccco2)C(C)C)cc1 (stereo partly specified)	-12.3	6.5	-4.3	44.0*	20.1	5.1	5.8	35.7	2.1
COc1ccc(C(=O)N2CCN=C2SC)cc1OC	7.6	-7.4	-0.6	2.5	7.4	1.4	1.9	-7.8	-8.0
CCOC(=O)c1ccc(S(=O)(=O)N2CCN(S(=O)(=O)CC)CC2)cc1	-5.0	-2.6	7.5	1.2	4.5	-2.6	0.8	4.3	-9.1
C=CCNC(=O)c1ccc(Sc2ccccc2)c([N+](=O)[O-])c1	-2.7	-0.3	-0.9	-0.6	18.3	0.6	-1.7	17.2	-10.3
O=C(c1ccc(Br)o1)N1CCN=C1SCc1cccc(F)c1	5.1	0.8	-2.3	0.9	10.3	-0.4	-0.5	-2.9	12.3
Next records
SMILES	CCR6 antag	CXCR6 inh	APJ ag	EBI2 antag	tim23-1 inh	UPR CHOP act	UPR XBP1 act	Mdm2 MdmX PPI	APJ antagonist
Cc1cccc(Nc2nnc(SCC(=O)NC3CCCc4ccccc43)s2)c1 (stereo unspecified)	10.2	0.9	-2.4	18.4	7.5	0.0	0.8	1.4	-4.8
O=C(Nc1ccnn1C1CCN(Cc2ccc(CO)o2)CC1)c1ccccc1	-4.7	-2.2	-1.8	1.4	3.6	3.1	-4.8	7.9	-4.6
CCCCSc1nnc(-c2ccc(C)cc2)o1	6.5	4.3	-5.3	6.3	8.1	-0.4	0.4	-199.8	2.9
CCCCC(=O)NS(=O)(=O)c1ccc(N=NN2CCOCC2)cc1	-10.3	0.9	0.2	-3.6	6.1	-0.4	-2.1	16.9	8.0
O=C1CCC(=O)N1c1ccc(CSc2nc3ccccc3[nH]2)cc1	2.1	-3.7	0.3	-5.9	4.4	2.5	0.1	2.5	-13.1
NC(=O)COC(=O)c1ccc(Cl)c(S(=O)(=O)N2CCCCCC2)c1	4.8	5.8	0.1	-6.2	-0.5	-0.9	-3.1	1.8	5.4
O=C(CCN1CCN(c2ccccc2F)CC1)Nc1ccccc1F	6.1	-1.0	0.3	-5.7	5.1	2.5	-3.1	-19.1	10.9
Cc1ccc(-c2nc3cc(N)ccc3o2)cc1Br	-3.6	-5.7	-2.6	-6.0	28.4	1.2	-1.8	-125.9	9.4
COc1ccccc1N1CCN(S(=O)(=O)c2c(C(=O)N3CCOCC3)c(C)n(C)c2C)CC1	-0.9	-2.4	-4.5	-1.9	4.1	-1.3	-1.8	-21.6	10.6
CCOC(=O)c1[nH]c2cc(OC)c(OC)cc2c1NC(=O)CN(C)C1CCCCC1	6.0	7.2	-1.3	13.9	21.7	-0.2	1.8	27.3	13.8
O=C(NCC1CCCO1)C(=O)NCC(c1ccco1)N1CCN(c2ccccc2F)CC1 (stereo unspecified)	1.8	-5.3	-0.7	-5.5	19.1	2.4	-1.5	6.1	-8.1
COc1ccc(CCN2C(=O)CC(C(N)=O)SC2=Nc2ccccc2)cc1 (stereo unspecified)	4.6	-1.9	-4.4	-3.6	21.3	-1.2	0.7	-17.9	10.9
N#Cc1cccc(NC(=S)Nc2ccccc2)c1	23.8	1.0	-2.6	-4.2	14.6	-0.8	0.1	-0.6	8.4
O=C(OCC(=O)c1ccc[nH]1)c1ccc(Br)cc1	2.3	-5.1	-1.8	-5.7	28.9	2.4	6.3	8.4	11.6
Cc1cccc(OC(=O)CN2C(=O)C3C4CCC(C4)C3C2=O)c1C (stereo unspecified)	-7.4	-11.0	-3.3	1.3	18.8	-1.6	-2.1	17.8	14.9
CC1CCN(c2c(NCc3ccc(C(=O)N(C)C4CCCCC4)cc3)c(=O)c2=O)CC1	-1.7	2.1	-1.4	1.6	-0.8	1.1	0.1	-11.0	3.7
Cc1[nH]nc2nc3c(c(OC(=O)c4ccccc4)c12)c(=O)n(C)c(=O)n3C	x	x	-0.8	x	30.2	-0.2	-1.2	30.0	6.7
CCc1noc(C)c1C(=O)N(CCC(C)C)c1c(N)n(Cc2ccccc2)c(=O)[nH]c1=O	3.2	-2.2	-6.1	3.7	11.0	0.6	-3.1	13.2	-19.2
C=CCNc1nc2ccccc2nc1NS(=O)(=O)c1ccc(F)cc1	-6.6	-2.8	-2.3	-11.5	38.8	-0.6	1.1	-31.4	-1.6
Cc1csc(Cn2c(CN(C)C)nc3ccccc3c2=O)n1	0.6	-13.7	-0.1	-19.5	10.1	0.8	1.1	23.2	-1.3
O=C(CCn1ccc2cc(S(=O)(=O)N3CCCC3)ccc21)NCCc1ccccc1	7.8	-1.3	0.0	5.1	11.6	-0.4	-2.7	8.5	0.1
COc1ccc(C(=O)Oc2coc(CSc3nnc(NC(=O)c4cccs4)s3)cc2=O)cc1	11.7	4.1	1.4	-6.3	-4.6	-2.2	0.4	-13.9	2.1
CC(C)CCN1CCN(Cc2coc3ccccc3c2=O)CC1CCO (stereo unspecified)	5.4	3.6	-2.9	6.8	5.1	0.5	-2.3	8.3	11.5
C/C(=N\NC(=O)Cc1csc(N2CCOCC2)n1)c1ccccc1	4.0	-3.1	0.6	-11.1	13.9	-0.7	-3.9	-4.1	4.7
COCCCNC(=O)CCc1nnc(Cc2ccc(-c3ccccc3)cc2)o1	-6.6	2.6	-1.2	-5.9	17.1	-0.6	-0.3	8.2	4.1
O=C(CN1CCOCC1)NC1CC2CCC1C2 (stereo unspecified)	-1.7	-11.9	-0.7	1.1	11.2	-0.5	-4.1	-10.5	-5.1
Nc1c(C(=O)O)sc2nc(-c3ccccc3)cc(-c3ccc(Cl)cc3)c12	11.5	8.5	-0.4	1.7	26.3	-0.2	-1.6	25.9	-6.2
CN(C(=O)CN1C(=O)S/C(=C\c2ccc(F)cc2)C1=O)C1CCS(=O)(=O)C1 (stereo unspecified)	-6.2	-14.2	1.8	2.9	7.8	1.0	-1.2	12.5	19.6
CC(CNC(=O)CCc1nnc2ccc(N3CCC4(CC3)OCCO4)nn12)c1ccccc1 (stereo unspecified)	13.1	8.4	7.4	-14.0	15.4	-0.5	-3.4	-22.2	-1.4

Part of the list above, field by field.
structure: CC1CCN(c2c(NCc3ccc(C(=O)N(C)C4CCCCC4)cc3)c(=O)c2=O)CC1
  CCR6 antag: -1.7; CXCR6 inh: 2.1; APJ ag: -1.4; EBI2 antag: 1.6; tim23-1 inh: -0.8; UPR CHOP act: 1.1; UPR XBP1 act: 0.1; Mdm2 MdmX PPI: -11.0; APJ antagonist: 3.7

structure: CC(CNC(=O)CCc1nnc2ccc(N3CCC4(CC3)OCCO4)nn12)c1ccccc1 (stereo unspecified)
  CCR6 antag: 13.1; CXCR6 inh: 8.4; APJ ag: 7.4; EBI2 antag: -14.0; tim23-1 inh: 15.4; UPR CHOP act: -0.5; UPR XBP1 act: -3.4; Mdm2 MdmX PPI: -22.2; APJ antagonist: -1.4

The list is partial; the hit share may differ from the screen's.
